# Screens from PubChem.
# FN deposition inh = fibronectin deposition inhibition. AH1F fibroblasts, Alexa488-fibronectin deposition fluorescence, overnight. inhibition, % at 12.6 µM. 0.086% of 350,000 active. AID 743247;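 active = mean inhibition across replicates of 30% or more, regardless of how many single replicates reach that level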;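 note: positive control wells lacked labelled fibronectin entirely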
#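 Material – AH1F fibroblast monolayer, labelled fibronectin deposition · Reagent – labelled fibronectin 24 nM · Timing – 1 h adhesion, overnight exposure · Measured by – fluorescence at 485 nm excitation, 525 nm emission · Read-out – inhibition of fibronectin deposition signal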
# EWS-Fli inh = blocks EWS/Fli oncoprotein-driven transcription. A673 NR0B1-luciferase reporter, viability-normalised. inhibition, % at 12.6 µM. 0.67% of 350,000 active. AID 651661;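 active = mean inhibition of at least 50% after viability correction, with every replicate also passing that limit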;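 note: firefly luciferase signal divided by Alamar Blue viability fluorescence both relative to DMSO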
# CASP6 VEID inh = blocks human caspase-6 cleavage activity; P55212; AID 686996; purified caspase-6, Z-VEID-R110 cleavage fluorescence; 0.53% of 350,000 active; inhibition, % at 12.5 µM;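 active = mean inhibition across replicates at least about 35%, with every replicate also reaching that limit, limit read from the data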;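 note: 0% = median of neutral control wells and 100% = no fluorescence left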
# Target sequence (P55212 24-179 limits assumed): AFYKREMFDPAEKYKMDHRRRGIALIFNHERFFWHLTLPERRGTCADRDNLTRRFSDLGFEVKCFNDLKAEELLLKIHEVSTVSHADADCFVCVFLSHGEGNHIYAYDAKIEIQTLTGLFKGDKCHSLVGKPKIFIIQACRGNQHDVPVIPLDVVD
# Target sequence (P55212 194-293 limits assumed): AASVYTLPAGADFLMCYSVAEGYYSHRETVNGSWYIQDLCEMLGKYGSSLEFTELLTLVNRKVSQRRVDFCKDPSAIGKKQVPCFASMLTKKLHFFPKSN
# Cneo AK release = Cryptococcus neoformans lysis via adenylate kinase release; AID 651654; lysis activity, % at 15 µM; C. neoformans lysis, adenylate kinase release luminescence, 4 h; normalised: neutral wells 0, clomiphene wells 100; 0.2% of 360,000 active;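 active = mean lysis activity across replicates of at least 80%, whatever share of replicates individually reach that level; inactive = mean lysis activity below 80%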
#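 Material – Cryptococcus neoformans yeast cells · Quantity – 5 × 10^6 yeast cells/mL · Buffer or medium – YPD medium · Compound – single dose · Timing – 4 h static compound exposure, 37 °C, read 1 h post-reagent · Signal – adenylate kinase release luminescence · Read-out basis – lysis from increased AK signal · Benchmarks – Clomiphene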
# LGR2 antag = inhibitors of bursicon-induced Drosophila LGR2 receptor cAMP signaling | HEK293 LGR2, CRE-luciferase, bursicon-stimulated, 4 h | 0.35% of 380,000 active | inhibition, % at 9.99 µM;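 active = drop in luminescence signal, shown as inhibition above about 50% in the replicate tests, limit read from the data, passing the limit was not always enough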;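 note: agonist challenge used bursicon conditioned medium at about half maximal strength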
# PAX8 reporter = PAX8 transcriptional activity inhibition; 1.2% of 360,000 active; inhibition, % at 12.6 µM; RMG-I TPO-luciferase reporter, SteadyGlo, 24 h;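 active = mean replicate inhibition at least 60% with every replicate also reaching 60%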;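 note: luciferase light reporting Pax8 driven TPO promoter activity; plate controls were median of neutral control wells for no effect and mitoxantrone controls for full effect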
# PGC1a acetyl inh = modulators of PGC1a acetylation | U2OS PGC1a acetylation, AlphaScreen anti-acetyl-lysine; with virally co-expressed GCN5 acetyltransferase | inhibition, % at 15.6 µM | 0.17% of 350,000 active | AID 651687;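 active = every replicate shows inhibition of at least 40%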;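 note: 0% = neutral control wells and 100% = positive control wells; some results beyond the cut were filed as inactive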
# miR122 inh = miR-122 inhibition in Huh7 cells. activation (reporter increase), % at 12.5 µM. 0.3% of 340,000 active. Huh7 miR-122 Renilla luciferase sensor, 48 h; neutral wells = 0, positive control = 100. AID 602342;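 active = mean replicate activation score at least 90 and every replicate individually at or above 90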;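 note: higher luciferase means less miR-122 activity so hits act as miR-122 inhibitors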
# The depositor's hits bear a star; · = no result given; & = joins results of further samples; [ ] = another dose, or the depositor's remark.
SMILES,FN deposition inh,EWS-Fli inh,CASP6 VEID inh,Cneo AK release,LGR2 antag,PAX8 reporter,PGC1a acetyl inh,miR122 inh
C[C@H](CO)N1C[C@H](C)[C@@H](CN(C)S(C)(=O)=O)Oc2c(NC(=O)Nc3ccc(C(F)(F)F)cc3)cccc2C1=O,-6&0,-14&-30,0&0,-12&-1,6&14,-37&-26,-4&-14,32[16.7 µM]
O=C1N/C(=C\c2ccccc2)C(O)=C1C=NCc1ccccc1,-2,·,·,1,-37,-92,14,-6
O=C(NCCCN1CCOCC1)c1cc(-c2cccc(Br)c2)nc2ccccc12,3,·,-3,0,3,13,·,·
O=C(CN(Cc1ccccc1Cl)C(=O)Cn1nnc(-c2cccs2)n1)NCC1CCCO1 (centres undefined),·,2,2,1,27,·,3,1
COc1ccccc1CNS(=O)(=O)c1ccc2c(c1)NC(=O)C(C)S2 (centres undefined),9,6,1,-2,11,-2,-16,12
CC(C)C[C@H]1CNC(=S)N1CC1CCN(CC2CCCC2)CC1,-2,3,-8,1,-6,-10,3,-4
CC(NCc1nc2ccccc2n1C)C12CC3CC(CC(C3)C1)C2 (centres undefined),6,19,-1,·,-1,-10,-9,·
C[C@H](NC(=O)C(c1ccccc1)c1ccccc1)c1ccccc1,11,-1,-4,1,3,10,-8,-2
COc1ccc(/C=C2\SC(=Nc3ccccc3Cl)NC2=O)c(OC)c1,10,32,1,-1,9,26,·,-1
S=C(NCc1ccccc1)N1CCN(C(=S)NCc2ccccc2)CC1,0,12,-6,0,4,-6,0,-3
COc1ccc(S(=O)(=O)N2CCOC2CNC(=O)C(=O)NCCc2ccc(S(N)(=O)=O)cc2)cc1 (centres undefined),11,-1,-2,0,-2,12,-5,-4
CCOC(=O)C1CCN(CC(=O)NC(=O)NC2CCCCC2)CC1,5,7,0,·,-39,22,-8,1
CCn1c(SCC(=O)Nc2ccc(C)cc2)nc2sc3c(c2c1=O)CCN(C)C3,-23,-9,2,-17,-17,2,-8,-4
C[C@H](CO)N1C[C@H](C)[C@H](CN(C)C(=O)Nc2ccc(C(F)(F)F)cc2)Oc2c(NS(=O)(=O)c3ccc(F)cc3)cccc2C1=O,·,-5,1,-2,8,·,-3,37[16.7 µM]
CC1=C(CC(=O)O)c2cc(F)ccc2/C1=C/c1ccc(S(C)=O)cc1 (centres undefined),9,12,3,3,19,-16,-15,-9
CCn1c(CSc2nncn2-c2ccc(OC)cc2)nc2cc(S(=O)(=O)N(C)C)ccc21,7,·,·,-1,·,·,18,-4
COC(=O)c1ccc(-c2noc(CN3C[C@H]4CC[C@H]3C4)n2)cc1,2,-27,-6,-3,-39,-32,·,-6
Cc1ccc(NC(=O)CN(C)C(=O)CCC(=O)N2CCOCC2)cc1,5,-6,-1,·,-25,-15,17,-7
Cc1ccc(-c2n[nH]c(S(C)(=O)=O)c2C#N)cc1,1,-5,1,·,-11,29,·,·
O=C(NNC(=O)c1ccc2ccccc2c1)c1cccc(Br)c1,-3,-8,0,0,2,5,-3,·
CCOC(=O)C1CCN(C(=O)c2ccccc2NS(=O)(=O)c2ccc(F)c(F)c2)CC1,6,·,·,-2,5,18,5,10
Oc1ccccc1/C=N/NC(=S)NC1CC2CCC1C2 (centres undefined),-1,-38,4,-6,·,-68,-2,44
CCOc1ccc(NS(=O)(=O)c2cc(C(=O)N3CCN(C(C)=O)CC3)ccc2Cl)cc1,0,·,0,-1,10,10,-3,5
C[C@@H]1CCCCO[C@H](CN(C)C(=O)CCC(F)(F)F)[C@@H](C)CN([C@H](C)CO)C(=O)c2cc(N(C)C)ccc2O1,·,-2,0,-2,-8,-5,1,-4[16.7 µM]
COc1ccc(CNC(=O)C/C(C)=N/NC(=O)C(c2ccccc2)c2ccccc2)cc1,-3,·,·,1,·,17,-14,0
SMILES,FN deposition inh,EWS-Fli inh,CASP6 VEID inh,Cneo AK release,LGR2 antag,PAX8 reporter,PGC1a acetyl inh,miR122 inh
CCOC(=O)C1CN(S(=O)(=O)c2ccc(C)cc2)C1,10,·,·,6,·,3,-8,-4
O=C1c2ccncc2C(=O)N1CNc1ccc(Cl)cc1,-15,12,-1,·,8,5,·,·
CC(C)N(Cc1nc(-c2ccc3c(c2)OCO3)no1)CC1CCC(=O)N1 (centres undefined),-6,-1,2,0,5,-2,·,-5
COc1ccc(CN(C)C[C@@H]2Oc3ccc(NS(=O)(=O)c4ccccc4)cc3C(=O)N([C@@H](C)CO)C[C@H]2C)cc1,·,3,3,0,-15,-2,6,-2[16.7 µM]
CN1CCN(c2ccc(NC(=O)c3ccc(-c4ccc(Cl)cc4)o3)cc2)CC1,3,·,-12,9,6,-15,·,35
CCOc1cc(NC(=S)Nc2cccc(C)c2)c(OCC)cc1NC(=O)CC(C)C,11,·,·,1,·,13,11,3
CC(C)NC(=O)N(C)C[C@H]1Oc2ccc(NC(=O)C3CC3)cc2C(=O)N([C@H](C)CO)C[C@@H]1C,-4,4&0,3&-2,-5&-1,-3,-10&12,15&4,0[16.7 µM]
Cc1ccc(S(=O)(=O)N2C3CCCCC3O[C@H]2CC(=O)c2ccccc2)cc1 (some centres undefined),-17,3,0,·,11,13,·,·
O=C(O)c1cccc(-n2cccc2/C=C2\NC(=O)N(Cc3ccc(F)cc3)C2=O)c1,0,-59,72*,·,-50,27,10,·
N#C/C(=C\c1c(N2CCCCC2)nc2ccccn2c1=O)S(=O)(=O)c1ccccc1,-6,-2,0,·,13,17,0,·
Cc1cccc(NC(=O)c2ccc(NS(=O)(=O)c3cccc4cccnc34)cc2)c1,-11,12,0,-1,8,20,·,-5
Cc1c(/C(O)=C2/C(=O)C(=O)N(CCN3CCOCC3)C2c2ccccn2)cnn1-c1ccccc1 (centres undefined),-11,13,5,-6,80*,18,-5,2
CCCC(=O)Nc1cc(-c2nn(C)c(=O)c3ccccc23)ccc1N1CCOCC1,7,·,·,0,·,16,-14,-1
O=C(C[C@@H]1CC[C@H]2[C@@H](COC[C@H](O)CN2C(=O)Nc2cc(Cl)cc(Cl)c2)O1)N1CCOCC1,-1,-4,2,2,-9,5,-8,-5[16.7 µM]
ClC(Cl)(c1nnnn1-c1ccccc1)c1nnnn1-c1ccccc1,-1,·,·,0,-9,24,30,5
CC(C)C(=O)Nc1cc(C(F)(F)F)ccc1N1CCOCC1,·,8,1,2,2,·,-4,2
COC(=O)c1ccc(S(=O)(=O)N2CCCN(Cc3ccc(F)cc3)CC2)n1C,2,9,3,·,·,-16,9,·
CC(C)NC(=O)Nc1ccc2c(c1)C(=O)N([C@H](C)CO)C[C@H](C)[C@@H](CN(C)S(=O)(=O)c1cccs1)OCCCC[C@H](C)O2,3,5,-1,1,10,4,4,6[16.7 µM]
NS(=O)(=O)c1ccc(CCNC(=O)[C@@H]2CCCN2S(=O)(=O)c2ccccc2F)cc1,0,·,·,1,·,6,-8,-2
CCOC(=O)c1cnc(-c2cccc(OC)c2)[nH]c1=O,-10,·,·,-1,·,·,4,16
CN(C)CCCN1C(=O)C2CCc3[nH]c4ccccc4c3C2C1=O (centres undefined),6,-3,6,-2,-4,-1,·,7
C[C@H]1CCCCO[C@@H](CN(C)C(=O)c2ccncc2)[C@@H](C)CN([C@@H](C)CO)C(=O)c2cc(NC(=O)NC3CCCCC3)ccc2O1,·,-8,·,-12,3,-35,14,13[16.7 µM]
CC(C)Cc1ccc(CN2CCCC(NC(=O)c3nn(C)c(=O)c4ccccc34)C2)cc1 (centres undefined),-6,11,4,0,-30,10,·,·
O=C(CN1CCOCC1)N1CCCCN2[C@H](CO)[C@H](c3ccc(C#Cc4ccccc4)cc3)[C@H]2C1,·,-7,4,2,-21,-18,-4,37[16.7 µM]
CC1c2ccsc2CCN1S(=O)(=O)c1ccccc1 (centres undefined),4,14,-1,·,20,-7,·,·

# Record cards, from the list above:
# Oc1ccccc1/C=N/NC(=S)NC1CC2CCC1C2 (centres undefined) is entered as FN deposition inh: -1; EWS-Fli inh: -38; CASP6 VEID inh: 4; Cneo AK release: -6; LGR2 antag: ·; PAX8 reporter: -68; PGC1a acetyl inh: -2; miR122 inh: 44
# CC(C)NC(=O)Nc1ccc2c(c1)C(=O)N([C@H](C)CO)C[C@H](C)[C@@H](CN(C)S(=O)(=O)c1cccs1)OCCCC[C@H](C)O2 is entered as FN deposition inh: 3; EWS-Fli inh: 5; CASP6 VEID inh: -1; Cneo AK release: 1; LGR2 antag: 10; PAX8 reporter: 4; PGC1a acetyl inh: 4; miR122 inh: 6[16.7 µM]

# Entries listed so far containing bromine (2):
SMILES,FN deposition inh,EWS-Fli inh,CASP6 VEID inh,Cneo AK release,LGR2 antag,PAX8 reporter,PGC1a acetyl inh,miR122 inh
O=C(NCCCN1CCOCC1)c1cc(-c2cccc(Br)c2)nc2ccccc12,3,·,-3,0,3,13,·,·
O=C(NNC(=O)c1ccc2ccccc2c1)c1cccc(Br)c1,-3,-8,0,0,2,5,-3,·

# Additional compounds follow:
SMILES,FN deposition inh,EWS-Fli inh,CASP6 VEID inh,Cneo AK release,LGR2 antag,PAX8 reporter,PGC1a acetyl inh,miR122 inh
CCOc1c(O)ccc(C2NC(=O)N(C)C(C)=C2C(=O)OC)c1[N+](=O)[O-] (centres undefined),4,-8,-1,·,-14,5,·,·
Cc1ccc(S(=O)(=O)Nc2ccc3c(c2)C(=O)N([C@H](C)CO)C[C@H](C)[C@@H](CN(C)S(=O)(=O)c2ccc(C)cc2)OCCCC[C@@H](C)O3)cc1,-1,-4,-1,-2,-13,8,4,-6[16.7 µM]
Cc1c(NC(=O)c2cc3c(s2)CCCC3)c(=O)n(-c2ccccc2)n1C,-2,-20,2,-19,·,-4,-11,4
C=CCn1c(SCC(=O)c2c(N)n(C3CC3)c(=O)[nH]c2=O)nnc1-c1ccc(OC)cc1,-1,3,0,1,4,-5,-7,-7
COc1ccc(NC(=O)CC2SC(N3CCOCC3)=NC2=O)cc1OC (centres undefined),-11,-1,-1,1,-11,-3,·,·
CCc1ccccc1NC(=O)COc1ccc2c(=O)c(Oc3cc(C)ccc3C)coc2c1,11,6,1,·,10,-9,·,·
Cc1ccccc1-c1nc(CS(=O)(=O)CC(=O)N2CCN(C)CC2)c(C)o1,4,-5,-4,-2,2,-1,5,0
O=C(NCCc1ccccc1C(F)(F)F)C1CCC(=O)N(CCCN2CCCC2=O)C1 (centres undefined),-2,2,2,0,·,-1,3,-1
CCCN(CC(=O)Nc1ccccc1C)CC(=O)Nc1ccc(Br)cc1F,-4,4,1,-2,4,-13,5,·
c1ccc(C(=NNc2nc3ccccc3s2)c2ccccn2)cc1,4,16,0,·,21,42,7,-6

# In another format: four of the compounds above
# Sequence of screens – FN deposition inh	EWS-Fli inh	CASP6 VEID inh	Cneo AK release	LGR2 antag	PAX8 reporter	PGC1a acetyl inh	miR122 inh
> C=CCn1c(SCC(=O)c2c(N)n(C3CC3)c(=O)[nH]c2=O)nnc1-c1ccc(OC)cc1
  -1	3	0	1	4	-5	-7	-7
> COc1ccc(NC(=O)CC2SC(N3CCOCC3)=NC2=O)cc1OC (centres undefined)
  -11	-1	-1	1	-11	-3	·	·
> CCc1ccccc1NC(=O)COc1ccc2c(=O)c(Oc3cc(C)ccc3C)coc2c1
  11	6	1	·	10	-9	·	·
> Cc1ccccc1-c1nc(CS(=O)(=O)CC(=O)N2CCN(C)CC2)c(C)o1
  4	-5	-4	-2	2	-1	5	0
